# NPY-Y1 antag: antagonists of human neuropeptide Y receptor Y1; P25929; HEK293-CNG Y1 cells, membrane potential fluorescence; NPY at EC95, then isoproterenol; inhibition, % at 3.6 µM; 200,000 tested, 1% active;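 active means inhibition above the campaign mean inhibition of all tested compounds plus 3 SD, cut at about 20% in these data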;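 further: 0% = DMSO wells given NPY plus isoproterenol and 100% = isoproterenol alone without NPY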
#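 Assay system: HEK293 Y1/CNG channel cell line; Doses: single compound dose of 3.6 µM, 0.4% DMSO; Timing: dye 3 h, compound 60 min room temperature, stimulation 45 min; Technique: Membrane-potential fluorescent dye readout; Measure: % inhibition of NPY effect.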
# CHOP inh: inhibitors of CHOP induction in ER stress response; 220,000 tested, 3.8% active; AID 2732; inhibition, % at 10 µM; CHO-K1 CHOP-promoter luciferase, tunicamycin-induced, 15-18 h;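 active means compounds that reduced the stress-induced luciferase reporter signal by more than about 70% of percent inhibition, limit read from the data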;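 further: 0% = tunicamycin plus vehicle and 100% = wells without tunicamycin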
# TRPML3 ag: activates the human TRPML3 channel; HEK293 TRPML3-YFP, Fluo-8 calcium fluorescence; 100% = the carbachol control signal; activation, % at 3 µM; 220,000 tested, 0.29% active; AID 1448;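 active means activation above its plate's cutoff, the mean activation of the plate's test wells plus 3 SD, cut at about 12% in these data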;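 further: 0% = DMSO only wells and 100% = carbachol wells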
# Target sequence (Q8TDD5 whole entry, looked up): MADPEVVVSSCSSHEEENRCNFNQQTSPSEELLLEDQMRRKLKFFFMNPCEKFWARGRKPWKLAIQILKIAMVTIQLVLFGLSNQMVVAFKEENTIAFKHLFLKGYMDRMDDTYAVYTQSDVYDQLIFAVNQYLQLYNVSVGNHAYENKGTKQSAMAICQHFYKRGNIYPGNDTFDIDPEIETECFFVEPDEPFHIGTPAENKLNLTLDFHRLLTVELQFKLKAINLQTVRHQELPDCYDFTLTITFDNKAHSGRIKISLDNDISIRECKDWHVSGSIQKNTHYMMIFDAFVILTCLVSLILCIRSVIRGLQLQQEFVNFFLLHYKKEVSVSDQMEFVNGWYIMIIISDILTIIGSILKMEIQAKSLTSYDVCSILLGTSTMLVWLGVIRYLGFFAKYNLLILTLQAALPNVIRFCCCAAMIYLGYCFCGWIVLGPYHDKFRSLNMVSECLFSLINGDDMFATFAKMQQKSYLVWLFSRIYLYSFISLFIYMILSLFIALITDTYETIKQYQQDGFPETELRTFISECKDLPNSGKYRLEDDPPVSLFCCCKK
#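 Test system: TRPML3-YFP stable HEK293 cells. Doses: single point at 3 µM. Incubation: dye loading 1 h 37 °C then 30 min ambient, 125 s read. Signal: Fluo-8 calcium dye fluorescence, ex 470-495, em 515-575 nm. Measure: percent activation from peak-to-basal fluorescence ratio, scaled between DMSO and carbachol.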
# EP2 antag: EP2 receptor (human) inhibition; P43116; C6 glioma cells expressing human EP2, cAMP TR-FRET; cells stimulated with saturating PGE2; inhibition, % at 25 µM; 260,000 tested, 0.52% active;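 active means percent inhibition above 40 after rounding to a whole number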;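 further: rat C6 glioma host cells with rolipram phosphodiesterase inhibitor present; the protocol text gives 20 µM as final concentration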
# NPY1 pot ag: potentiates or activates human NPY-Y1 receptor; activation, % at 3.6 µM; AID 1304; NPY-Y1 expressing cells, potentiator/agonist activation; 220,000 tested, 0.37% active; in the data active means activation above about 33%, passing the limit was not always enough;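 further: cells stimulated with NPY at EC10 then isoproterenol at EC100; 0% = low agonist plus stimulus and 100% = saturating agonist plus stimulus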
# EP2 modulator: modulators of human EP2 prostaglandin E2 receptor; EP2-expressing cells, cAMP HTRF FRET, PGE2 co-stimulation; 260,000 tested, 0.83% active; induction, % at 25 µM; P43116;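 active means compounds whose cAMP rise, as percent of the full-agonist control response, exceeds 60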;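 further: rat C6 glioma line stably carrying human EP2 under a CMV promoter; the protocol text gives 20 µM as final concentration; 100% = response of wells given 1 µM PGE2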
# 14-3-3 Bad PPI: disrupts binding of bovine 14-3-3 zeta to phospho-Bad peptide; AID 781; P63103; 220,000 tested, 0.71% active; TR-FRET 14-3-3zeta/Dy647-pBad peptide displacement, 1 h; inhibition, % at 21.7 µM;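 active means inhibition above about 70%, limit read from the data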;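 further: 0% = full 14-3-3 plus peptide FRET controls and 100% = background without 14-3-3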
# Target sequence (P63103 whole entry, looked up): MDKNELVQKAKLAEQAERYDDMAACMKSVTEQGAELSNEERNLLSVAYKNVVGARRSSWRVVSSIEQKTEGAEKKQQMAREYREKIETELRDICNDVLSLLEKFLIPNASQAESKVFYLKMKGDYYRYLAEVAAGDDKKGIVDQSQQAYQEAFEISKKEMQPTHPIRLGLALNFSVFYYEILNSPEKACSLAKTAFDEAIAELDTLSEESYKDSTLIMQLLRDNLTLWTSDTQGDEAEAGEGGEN
# PPC-1+TRAIL kill: kills PPC-1 cancer cells in the presence of TRAIL | PPC-1 cells + TRAIL, ATPLite viability luminescence | cell killing (% activity), % at 4 µM | 220,000 tested, 0.41% active | AID 1443;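 active means cell killing above 50% in the first pass at 4 µM, then a duplicate retest at 5 µM averaging 50% or more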;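 further: plate controls were cells with TRAIL plus DMSO for no effect and medium-only wells lacking cells for full effect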
# zfTRPN1 agonist: zebrafish TRPN1 (NompC) channel agonism; HEK293 zebrafish TRPN1-YFP, Fluo-8 calcium fluorescence; 100% = response to 87 µM carbachol; activation, % at 3 µM; 220,000 tested, 0.18% active; AID 1424;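 active means activation above its plate's cutoff, the mean activation of test wells on that plate plus 3 SD, cut at about 19% in these data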;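 further: 0% = DMSO alone and 100% = 87 µM carbachol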
#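 Material – zebrafish TRPN1-YFP in HEK293 cells · Doses – 3 µM single point · Schedule – dye 1 h 37 °C plus 30 min RT · Signal – Fluo-8 calcium fluorescence, excitation 470-495 nm, emission 515-575 nm · Read-out – % activation versus carbachol response · Control set – carbachol high, DMSO low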
# An asterisk follows results filed as active; x = not tested or not shown; & = joins results of further samples; [ ] = remark or other dose. An excerpt. The share of hits here may be higher or lower than overall.
smiles	PPC-1+TRAIL kill	14-3-3 Bad PPI	EP2 antag	NPY1 pot ag	NPY-Y1 antag	CHOP inh	TRPML3 ag	EP2 modulator	zfTRPN1 agonist
O=S(=O)(c1cccc(C(F)(F)F)c1)N1CCCC1c1cccnc1 (centres undefined)	4	-15	8	-1	x	14	0.1	-7	0.6
C=CCN(c1ccc(C(=O)Nc2ccc(NC(C)=O)cc2)cc1)S(C)(=O)=O	8	-10	3	-6	3	-2	1.0	1	-0.3
Cc1ccccc1N1C(=S)NC2c3ccccc3OC1(C)C2C(=O)N(C)C (centres undefined)	16	-17	5	3	5	-6	0.4	22	1.3
CCc1ccc(-n2c(=O)c3ccccc3n(CC(=O)NCc3ccco3)c2=O)cc1	-1	-12	6	-12	4	4	0.9	1	-1.0
COc1ccc2nc(C)cc(SCC(=O)O)c2c1	5&-10	39&-15	4&10&12	8&17	4&-7	24&-5	0.6&-0.1	31&23&31	-0.4&0.7
Cc1ccc(/C=N/n2c(-c3ccncc3)n[nH]c2=S)cc1	17	0	6	-7	5	1	0.5	12	0.1
COc1ccc(Nc2ccc(N3C(=O)CC(C)C3=O)cc2[N+](=O)[O-])cn1 (centres undefined)	-6	-13	4	-13	2	0	0.1	-24	0.5
COC(=O)Cc1c(C)nc2nc(NCc3ccccc3OC)[nH]n2c1=O	-3	-23	12	-12	3	18	-0.1	30	-0.3
O=C(c1cccs1)N(c1cccc(Cl)c1)C1C=CS(=O)(=O)C1 (centres undefined)	-3	-13	10	-5	8	17	0.7	10	-0.6
COc1ccc(CCNC(=O)CSCc2ccc(F)cc2)cc1OC	10	1	5	-14	-2	7	0.7	-13	1.1
COc1ccc(OC)c(C(=O)c2ccc(C(=O)N3CCN(Cc4csc(C)n4)CC3)cc2)c1	5	-3	13	1	3	18	0.8	12	4.3
COc1ccc(Cl)cc1C(=O)CSc1nnnn1C	18	13	18&4	-9	2	-19	0.3	-5&5	1.5
CCc1nnc(N2C(=O)c3ccccc3C2(O)c2ccccc2)s1 (centres undefined)	-10	0	7	15	x	8	0.3	42	0.6
CC(C)CN1CCN(Cc2nc(C(C)C)cs2)CC1CCO (centres undefined)	23	0	3	10	-4	11	0.9	8	1.2
COc1ccc(CC(=O)O)cc1O	3	3	12	9	1	18	0.7	3	0.2
O=C(Nc1ccc(N2CCN(C(=O)c3ccccc3)CC2)cc1)c1ccc([N+](=O)[O-])o1	37	1	49*	10	-1	-52	2.4	-48	3.5
COc1cc(SC)ccc1C(=O)Nc1ccccc1	28	-9	7	-20	3	12	-0.6	8	0.5
COc1cccc(CNC(=O)CN2CCC(c3nc4ccc(C)cc4[nH]3)CC2)c1	11	-8	4&8	18	3	30	0.0	-9&-21	-2.4
Cc1onc(-c2ccccc2)c1C(=O)N1CCN(C)CC1	20	1	24	12	-2	1	0.8	2	1.3
CN(C)/C=N/c1nc2nccc(-c3ccc(Cl)cc3)n2n1	-4	-3	8	16	0	23	-2.1	18	-1.3

# Next part
smiles	PPC-1+TRAIL kill	14-3-3 Bad PPI	EP2 antag	NPY1 pot ag	NPY-Y1 antag	CHOP inh	TRPML3 ag	EP2 modulator	zfTRPN1 agonist
COc1ccc(CC/C(=N\O)C2(O)CCCCC2)cc1	-4	6	3	-12	-2	21	0.2	50	0.2
O=C(Cn1[nH]c(=O)c2ccccc2c1=O)OCC(=O)N1CCc2ccccc2C1	10	-9[fluorescence artefact?]	11	-7	5	4	0.6	-32	0.7
COc1ccc2cc3c(N)nn(C(=O)Cc4c[nH]c5ccccc45)c3nc2c1	4	-5	6	-1	x	79*	-0.4	-15	1.8
Cc1cc(C)c(-n2nnnc2SCC(=O)c2cccs2)c(C)c1	2	-2	23	13	x	4	0.0	-52	-0.1
CCNC(=S)Nc1ccc(S(=O)(=O)Nc2cc(C)nc(C)n2)cc1	15	-6	6	8	5	-3	1.1	28	1.5
COC(=O)CCS(=O)(=O)c1ccc(Cl)cc1	0	-8	19	-5	0	6	0.3	10	-0.7
Cc1cc(OCC(=O)Nc2ccc(F)c(F)c2)nc(C(C)C)n1	16	0[fluorescence artefact?]	1	4	-6	-9	1.8	-5	2.5
O=C(O)/C=C/C(=O)NCCCc1ccccc1	23	0	3	-2	0	18	1.1	-17	-0.9
CCc1ccc2c(CN3CCc4cc(OC)c(OC)cc4C3)cc(=O)oc2c1	5	-10	4	-13	8	-10	0.3	9	-0.7
Cc1ccc(CN2C(=O)CCC2C(=O)NCCN2CCOCC2)cc1 (centres undefined)	8	11	10	7	-6	-2	0.7	0	0.9
CCc1sc(NS(C)(=O)=O)nc1-c1ccccc1	3	-8[fluorescence artefact?]	16	-48	17	7	0.6	-1	0.8
COC(=O)c1c[nH]n2c(=O)cc(C)nc12	10	9	7	-9	-3	9	1.0	-1	1.0
CCOc1ccc2nc(-c3ccccc3)[nH]c2c1	48[5 µM]	3	9	-10	19	x	-0.8	-24	-0.5
COc1cccc(C(=O)NC(=S)Nc2ccc3c4c(cccc24)CC3)c1	0	-12	14	-58	15	11	0.5	35	0.8
Cc1nc2ccccn2c1-c1ccnc(=S)[nH]1	7	-4	10	3	x	6	0.4	-3	1.6
Cc1ccccc1C(=O)NC(=S)Nc1ccc(N2CCOCC2)cc1	5	-20	5	24	2	-3	0.5	-15	0.0
CCN(CC)C(=O)CC(c1cc(OC)c(OC)c(OC)c1)c1c(OC)cc(OC)c2c(-c3ccccc3)cc(=O)oc12 (centres undefined)	2	62	11	x	x	6	x	14	x
COc1cc(Br)c(Br)c(Br)c1N	-18	-1	12	-21	x	6	-0.9	-13	-2.5
C=CCN1C(=O)C(CC(=O)O)SC1=Nc1ccc(N=Nc2ccccc2)cc1 (centres undefined)	-13	2	10	-2	-6	-2	1.1	-13	0.8
COC(=O)/C(N=Nc1c(C)n(C)n(-c2ccccc2)c1=O)=C(\C)O	9	6	7	4	-3	11	0.4	3	0.1

# Next section
smiles	PPC-1+TRAIL kill	14-3-3 Bad PPI	EP2 antag	NPY1 pot ag	NPY-Y1 antag	CHOP inh	TRPML3 ag	EP2 modulator	zfTRPN1 agonist
COc1ccccc1C(=O)NC(=S)Nc1ccc(NC(=O)c2ccco2)cc1	19	25	19&2	-17	2	9	0.7	-61&-14	2.2
NS(=O)(=O)c1ccc(NC(=O)COC(=O)c2cn(-c3ccccc3)nc2-c2ccc(F)cc2)cc1	-2	-9[fluorescence artefact?]	8	11	-5	78*	0.4	-13	1.0
N#Cc1ccccc1NC(=S)Nc1ccc(F)cc1	12	-11	5	-1	1	2	0.5	7	1.3
COCCNC(=O)c1ccccc1NC(=O)CN(c1ccc2c(c1)OCO2)S(C)(=O)=O	11	8	24	8	0	22	0.3	11	1.1
O=C(NCCN1CCOCC1)c1ccccc1-c1ccccc1	-3	18	22	12	0	14	-0.1	24	0.2
Cc1cc(C)cc(C(=O)NC(=S)Nc2ccc(-c3cc4ccccc4oc3=O)cc2)c1	13	-5	1	4	-3	67	0.0	29	1.6
CC12CCC(C(=O)N(CC(O)CN3CCN(Cc4ccccc4)CC3)C1=O)C2(C)C (centres undefined)	9	36	5	2	x	10	1.2	13	-0.8
CCCCc1c(C)nc2c(OC)cccc2c1SCCC(=O)O	5	-9	9	-7	6	14	1.3	41	1.8
CN(C)CCCNc1nc2sc3c(c2c(=O)n1CCc1ccccc1)CCCCC3	17	4	8	26	x	1	1.8	-36	3.4
COc1ccc(/C=N/NC(=O)CCOc2ccccc2C)cc1OC	25	-11[fluorescence artefact?]	13	-18	8	30	1.3	-26	1.6
CCOc1ccccc1-n1c(CNc2ccc(F)cc2)nnc1SCC(=O)NCc1ccco1	12	-2[fluorescence artefact?]	1	3	8	7	-0.6	-16	0.9
COc1cc(-c2nnc(-c3ccncc3)o2)ccc1OCc1ccccc1	7	42[fluorescence artefact?]	8&10	-4	6	14	0.0	-15&-40	0.7
Cc1ccc(NC(=O)c2ccc(CSc3nnc(C)s3)cc2)cc1	42	-21[fluorescence artefact?]	18	-8	2	47	0.8	11	5.2
Cc1ccc(C)c(Oc2coc3cc(OCC(=O)Nc4ccccc4C(C)C)ccc3c2=O)c1	10	-5[fluorescence artefact?]	7	0	1	53	0.2	51	0.9
CCCc1cc(=O)oc2c(CN(CC)CC)c(O)c(Cl)cc12	3	4	10	-17	x	-1	1.0	-35	-0.3
CCOc1ccccc1NC(=O)CSCC(=O)Nc1ccccc1	-6	-6[fluorescence artefact?]	5	-4	4	9	-0.5	21	0.3
CN1CCN(C(=S)Nc2cccc(Cl)c2)CC1	27	-21	4	-8	2	12	0.6	4	-1.3
CCN(CC)CCOc1ccc2c(c1)C(=NNC(=O)c1ccccn1)c1cc(OCCN(CC)CC)ccc1-2	26	-36	15	14	3	-282	1.1	-55	-0.4
O=C(Nc1ccccc1)NC1(C(=O)NCc2ccc3c(c2)OCO3)CCCCC1	8	0	2	2	0	28	0.0	16	-0.6
CCCCNC(=O)CCn1c(=O)c2ccccc2n(CC(=O)NCCc2ccc(OC)c(OC)c2)c1=O	4	-1	4	-2	-2	14	0.5	22	-1.1

# Next section
smiles	PPC-1+TRAIL kill	14-3-3 Bad PPI	EP2 antag	NPY1 pot ag	NPY-Y1 antag	CHOP inh	TRPML3 ag	EP2 modulator	zfTRPN1 agonist
CC(C)c1ccc(OCC(=O)N2CCCCCC2)c(Br)c1	12	-7	9	-22	-2	-20	-0.3	3	-1.0
Cc1cc(NC(=O)c2cnn3c(C(F)F)cc(C4CC4)nc23)no1	32	1	13	-7	0	-1	0.1	19	-1.0
O=C(CSc1ccccc1)NC1=NCCS1	12	-5	5	18	x	21	0.6	36	0.8
CCC(c1nnnn1Cc1ccccc1)N1CCN(C(=O)c2ccco2)CC1 (centres undefined)	3	21	12&11	-1	7	11	0.2	-12&-26	-0.4
NS(=O)(=O)c1ccc(NC(=O)Nc2ccc(S(N)(=O)=O)cc2)cc1	10	-4	7	8	x	10	0.4	-10	0.0
Cc1ccsc1C(=O)N1CC(=O)Nc2ccccc21	21	18	8	6	-4	-20	-0.2	2	1.1
COc1cc(C2c3c(oc4c(C)cc(C)cc4c3=O)C(=O)N2Cc2cccnc2)ccc1O (centres undefined)	x	x	4	13	5	x	-0.1	x	-1.9
O=C(O)CCCNC(=O)Nc1ccccc1	11	22	12	-8	-1	-4	0.7	37	1.0
Cc1nc2cc(C(=O)O)ccc2n1C1CCCCC1	0	8[fluorescence artefact?]	7	-15	6	-9	0.8	-11	0.2

# Profiles, looked up by structure. Order of screens: PPC-1+TRAIL kill | 14-3-3 Bad PPI | EP2 antag | NPY1 pot ag | NPY-Y1 antag | CHOP inh | TRPML3 ag | EP2 modulator | zfTRPN1 agonist
# `NS(=O)(=O)c1ccc(NC(=O)Nc2ccc(S(N)(=O)=O)cc2)cc1` across the screens: 10 | -4 | 7 | 8 | x | 10 | 0.4 | -10 | 0.0
# `Cc1ccsc1C(=O)N1CC(=O)Nc2ccccc21` across the screens: 21 | 18 | 8 | 6 | -4 | -20 | -0.2 | 2 | 1.1

# Screening data (PubChem BioAssay)
